High-throughput results as filed in PubChem BioAssay.
TDP1 block: qHTS Assay for Inhibitors of Tyrosyl-DNA Phosphodiesterase (TDP1) | hit rate 0.28% among 350,000 | Potency, µM (highest dose often 130 µM), for the others: at the highest dose activity change, negative = inhibition, usual class: inhibitors | recombinant TDP1, AlphaScreen DNA substrate cleavage | AID 485290, 2010 | Tyrosyl-DNA phosphodiesterase 1 (Homo sapiens), Q9NUW8; note: nearly all actives have a fitted effect of over 40% in size
Target sequence (Q9NUW8 whole entry, looked up): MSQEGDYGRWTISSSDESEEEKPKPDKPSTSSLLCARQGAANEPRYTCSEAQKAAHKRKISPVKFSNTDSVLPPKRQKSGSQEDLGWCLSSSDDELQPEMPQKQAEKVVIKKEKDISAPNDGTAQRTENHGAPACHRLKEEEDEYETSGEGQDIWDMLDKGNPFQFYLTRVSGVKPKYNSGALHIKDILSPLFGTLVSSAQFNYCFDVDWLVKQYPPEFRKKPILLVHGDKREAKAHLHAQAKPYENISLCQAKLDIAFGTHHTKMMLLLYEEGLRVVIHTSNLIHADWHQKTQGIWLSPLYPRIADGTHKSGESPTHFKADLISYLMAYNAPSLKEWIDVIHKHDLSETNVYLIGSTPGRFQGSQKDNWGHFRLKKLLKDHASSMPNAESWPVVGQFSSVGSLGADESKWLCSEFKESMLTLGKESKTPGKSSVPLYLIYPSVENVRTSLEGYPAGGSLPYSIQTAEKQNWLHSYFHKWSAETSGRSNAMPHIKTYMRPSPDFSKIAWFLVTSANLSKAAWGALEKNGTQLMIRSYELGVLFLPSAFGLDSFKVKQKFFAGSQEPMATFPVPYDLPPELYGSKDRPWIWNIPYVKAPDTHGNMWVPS
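AlphaScreen read-out: signal falls as enzyme removes the 3' tyrosine-FITC from a 5'-biotinylated DNA oligo (15 nM, 5 min, RT). Enzyme was E. coli-made recombinant Tdp1 at 1 nM, exposed to compound for 15 min beforehand; beads 10 ug/ml, 10 min.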
FEN1 inhibitor: qHTS Assay for the Inhibitors of Human Flap endonuclease 1 (FEN1). Potency, µM (top dose mostly 114 µM), inactives show at the top dose activity change, negative = inhibition, actives largely listed as inhibitors. hit rate 0.35% among 390,000. Recombinant FEN1 flap cleavage, fluorescence, 15 min. AID 588795, 2011; note: nearly all actives have a fitted effect of over 65% in size
Target sequence (P39748 whole entry, looked up): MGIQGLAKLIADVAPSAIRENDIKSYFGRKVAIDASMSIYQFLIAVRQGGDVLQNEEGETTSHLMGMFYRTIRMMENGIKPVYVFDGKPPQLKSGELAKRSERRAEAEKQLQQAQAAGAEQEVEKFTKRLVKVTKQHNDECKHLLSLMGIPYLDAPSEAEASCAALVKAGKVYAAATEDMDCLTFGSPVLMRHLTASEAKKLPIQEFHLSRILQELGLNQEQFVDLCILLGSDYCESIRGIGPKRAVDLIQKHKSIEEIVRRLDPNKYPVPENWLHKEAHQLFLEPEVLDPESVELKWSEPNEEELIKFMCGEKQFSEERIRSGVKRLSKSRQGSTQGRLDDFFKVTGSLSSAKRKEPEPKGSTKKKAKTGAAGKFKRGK
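FEN1 at 10 nM, compound pretreatment for 15 min (room temperature), 50 nM final substrate to initiate; endpoint reads at 0 and 15 min; DMSO-only plates used as vehicle background.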
N370S GC mod: qHTS Assay for Inhibitors and Activators of N370S glucocerebrosidase as a Potential Chaperone Treatment of Gaucher Disease. Potency, µM (doses to about 59.4 µM), without a hit: at the top dose activity change, negative = inhibition, hits mostly inhibitors. hit rate 0.092% among 330,000. Lysosomal acid glucosylceramidase (Homo sapiens), P04062. N370S GC spleen homogenate, 4MU-glucoside fluorescence;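 note: 0% = full enzyme activity and -100% = no enzyme basal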
The depositor's hits bear a star; ? = inconclusive; / = no result given; & = joins results of further samples; [ ] = dose if it differs, or a comment. Calls come from the whole dose curve; as a rule, active = well fitted curve in the direction sought with a large enough effect; inconclusive = small, poorly fitted or top-dose-only effect, or another doubt; inactive = no such curve, though single readings can be large; an effect the other way counts as inactive or inconclusive. Unless noted, % is set by controls: 0 for no effect and ±100 for the full control effect; potency is the fitted concentration of half-maximal effect. No enrichment for hits. Share with any hit: about 0.53%.

Value order: TDP1 block, FEN1 inhibitor, N370S GC mod
Cc1cccc(C(=O)Nc2ccc3nc(SCCOc4ccccc4)sc3c2)c1
 : -6%, 15%, /
CCOC(=O)c1cccc(NC(=O)c2ccc3c(c2)OCO3)c1
 : /, -7%, 0%
CNc1nc(SC)n(C)c(=O)c1N=O
 : 1%, /, -7%
COc1cccc(C(=O)Nc2ccc(S(=O)(=O)N(Cc3ccccc3)c3ccccc3)cc2)c1
 : 4%, 6%, /
CCC(C(=O)OCC(=O)c1c(N)n(CC(C)C)c(=O)n(C)c1=O)c1ccccc1 (stereo unspecified)
 : /, -9%, -3%
COc1ccc(/C=N/NC(=S)Nc2ccccc2)cc1COc1ccc(F)cc1
 : 1%, -3%, 8%
Cc1ccc(CN2CCc3nc(N4CCN(C)CC4)ncc3C2)s1
 : 1%, -3%, /
CC(Oc1ccccc1F)c1ccnc2nc(/N=C/N(C)C)nn12 (stereo unspecified)
 : 2%, 7%, 0%
O=S(=O)(NCc1nc2ccccc2[nH]1)c1ccccc1
 : 3%, 0%, -6%
Cc1ccc(S(=O)(=O)N(C)CC(=O)NNC(=O)CCC(=O)c2ccc(F)cc2)cc1
 : 0%, 4%, /
COc1ccc(-c2nc3scc(CCNS(=O)(=O)c4ccc(Oc5ccccc5)cc4)n3n2)cc1
 : 8%, -18%, /
CCOc1ccccc1N(CC)C(=O)Cn1ncc2c(=O)oc3ccccc3c21
 : 0%, -1%, 10%
CC(C)=CCC/C(C)=C/CNC(=O)C[C@H]1C[C@H](C(=O)N2CCCCC2)[C@@]2(C)c3[nH]c4cc(CCC(=O)N(C)C)ccc4c3CCN2C1=O
 : 2%[56.1 µM], -21%, /
O=C(CSc1nnc(-c2ccncc2)o1)NC1C2CC3CC(C2)CC1C3 (stereo unspecified)
 : -5%, 8%, 7%
CC(=O)c1cccc(S(=O)(=O)N2CCCC(c3nc4c(nnn4Cc4cccc(Cl)c4)c(=O)[nH]3)C2)c1 (stereo unspecified)
 : 8%, 1%, -10%
COc1ccc2c(c1)OC/C(=C/c1ccc(OC)c(OC)c1)C2=O
 : 7%, /, 9%
COc1ccc(C(O)P(=O)(OCC(C)C)OCC(C)C)c(OC)c1 (stereo unspecified)
 : 1%, 0%, 8%
C/C(=N\O)C1CC(CC(=O)O)C1(C)C (stereo unspecified)
 : 7%, -5%, 3%
COc1ccccc1N1CCN(C(=O)CSc2nnc3c4ccccc4n(CC(=O)O)c3n2)CC1
 : 1%, 3%, 2%
COc1ccc(O)c(C2=Nc3ccccc3N=C(c3ccco3)C2)c1
 : 2%, -1%, 12%
O=C(CN1C(=O)COc2ccccc21)NC1CCCC1
 : 3%, 4%, -1%
Cc1ccc(N2C(=O)c3cccc4c(C(=O)O)ccc(c34)C2=O)cc1
 : -2%, /, 5%
N#CC1=C(SCC(=O)NCc2ccccc2)NC(=O)CC1c1ccco1 (stereo unspecified)
 : 3%, -5%, -1%
COc1cc(C2C(C#N)=C(N)Oc3cc4c(cc32)OCO4)cc(OC)c1OC (stereo unspecified)
 : 8%, 2%, 7%
CC(=O)c1c[nH]c(C(=O)NCc2ccccc2Cl)c1
 : /, -14%, -25%
CCc1c(C)nc2ncnn2c1Nc1ccc(C)cc1
 : 4%, 8%, 0%
COc1c(S(=O)(=O)Nc2cccnc2)ccc(Cl)c1Cl
 : 1%, 3%, -4%
COc1ccc(C2C(C#N)=C(N)Oc3n[nH]c(C)c32)cc1Cn1cc([N+](=O)[O-])cn1 (stereo unspecified)
 : 6%, -1%, -1%
O=C(CSc1nnnn1-c1cccc(Cl)c1)Nc1ccc2c(c1)CCC2
 : 3%, /, 2%
CCCCOC(=O)c1ccc(NC(=O)CSC2=Nc3ccccc3C3CC=NN23)cc1 (stereo unspecified)
 : 3%, 1%, 24%
O=C(Nc1cccnc1)c1cccc(S(=O)(=O)N2CCOCC2)c1
 : 4%, -8%, 2%
COc1ccc(Cl)cc1NC(=O)CNCC(c1ccccc1)N(C)C (stereo unspecified)
 : 8%, -5%, -1%
COc1ccccc1NS(=O)(=O)c1cccc(NC(=O)NC2CCCCC2)c1
 : 1%, -11%, 20%
O=C(NCCCN1CCOCC1)c1ccccc1NS(=O)(=O)c1ccc(F)cc1
 : 3%, 0%, -10%
FC(F)(F)c1cccc(-c2ccc(/C=N/Nc3nncc(-c4ccccc4)n3)o2)c1
 : 1%, -10%, -5%
O=C(CN1C(=O)NC2(CCCC2)C1=O)Nc1cccc(Cl)c1
 : 4%, 0%, -2%
CCOc1ccc(-c2nc(CSCC(=O)NCc3ccco3)c(C)o2)cc1
 : -2%, 6%, 6%
C=C1CN(CC(=O)OC)S(=O)(=O)c2ccccc21
 : 7%, ?, -4%&-3%
COC(=O)CCCC[C@@H]1SC[C@@H](NC(=O)OC)[C@@H]1NC(=O)OC
 : 0%, -3%, 4%
CCOc1ccc(C(=O)NCC(=O)NCCCn2nc(C)cc2C)cc1OCC
 : 2%, -2%, -17%
COCCn1c(=O)[nH]c2cc(C(=O)N3CCN(c4ccc(OC)cc4)CC3)ccc2c1=O
 : -12%[0.0935 µM], -2%, 5%
CCC(C)[C@H](NC(=O)Nc1ccccc1F)C(=O)O (stereo partly specified)
 : -2%, 5%, -3%
Cc1ccc(C)c(-n2nnnc2SCC(=O)c2c(N)n(C)c(=O)n(C)c2=O)c1
 : 3%, /, -5%
CC(=O)N1CCN(C(=O)C2CCN(S(=O)(=O)c3ccccc3C(F)(F)F)CC2)CC1
 : -2%, 1%, /
CCC(=O)Nc1ccc(NC(=O)c2ccco2)cc1
 : 6%, 0%, 21%
CN(CCOc1ccccc1)C(=O)C1CCC(=O)N(CCCN2CCCC2=O)C1 (stereo unspecified)
 : 3%, 14%, 3%
O=C(CCCN1C(=O)NC2(CCCC2)C1=O)NCc1ccccc1
 : 0%[56.1 µM], 0%, /
N#Cc1ccccc1S(=O)(=O)N1CCN(C(=O)c2ccc(-n3cncn3)c([N+](=O)[O-])c2)CC1
 : 4%, 2%, -1%
Cc1cnn(C(=O)c2cc(-c3ccccn3)nc3ccc(Cl)cc23)c1
 : 3%, 0%, 0%
COc1ccc(S(=O)(=O)N2N=C(c3ccc(NS(C)(=O)=O)cc3)CC2c2ccco2)cc1 (stereo unspecified)
 : 8%, 2%, -4%

The results go on.
Value order: TDP1 block, FEN1 inhibitor, N370S GC mod
O=C(O)CSc1nnc(-c2ccc3c(c2)OCO3)o1
 : 3%, 2%, -1%
CC(C)Nc1ccc(C(CC(N)=O)NC(=O)Cc2ccc(Br)cc2)cc1[N+](=O)[O-] (stereo unspecified)
 : 2%, 18%, 1%
COC(=O)C1CCN(S(C)(=O)=O)CC1
 : -2%, -1%, 12%
COc1c2ccoc2c(OC[C@@H](O)C(C)(C)OC)c2oc(=O)ccc12
 : -1%, -8%, 15%
CCc1ccc(NS(=O)(=O)c2ccc(NC(=O)N3CCCC3)cc2)cc1
 : 0%, 3%, /
CCCn1c(=O)c2[nH]c(C3CCCC3)nc2n(CCC)c1=O
 : 1%, 4%, -4%&1%&-5%&9%&7%
Cn1c(C(=O)N2CCCC(C(=O)NCCCSC3CCCCC3)C2)cc2sccc21 (stereo unspecified)
 : 8%, 7%, 16%
CCOC(=O)CC[C@H](NC(=O)Cn1cnc2c(OCc3ccccc3)ncnc21)C(=O)OCC
 : 3%, 19%, /
CS(=O)(=O)N1CCN(c2ccc(NC(=O)COc3ccccc3[N+](=O)[O-])cc2)CC1
 : 4%, 2%, -6%
CCc1nn(CC(=O)NCCCc2ccccc2)c(=O)c2cc3cc(F)ccc3n12
 : 3%&-2%, 0%&15%, 6%
CCCCN1C(=O)c2ccc(C(=O)Nc3ccc(S(=O)(=O)N(C)C)cc3)cc2C1=O
 : 6%, 5%, -16%
CCOc1c(O)ccc(C2NC(=O)NC(C)=C2C(=O)OC)c1[N+](=O)[O-] (stereo unspecified)
 : /, 11%, 12%
COc1cc2nc(N(CCCN(C)C)C(=O)c3ccc(C(=O)c4ccccc4)cc3)sc2cc1OC
 : /, -13%, ?
Cc1cnc(C(=O)Nc2ccc(C)c(S(=O)(=O)N3CCCCC3)c2)cn1
 : -11%, 3%, /
O=C(Nc1nnc(C2CCCCC2)s1)c1ccco1
 : 5%, 4%, 5%
O=C(CCNC(=O)c1ccccc1Cl)Nc1cccc(S(=O)(=O)N2CCOCC2)c1
 : 2%, 3%, /
Cc1ccc(/C=N/NC(=O)C(NC(=O)c2ccccc2)c2n[nH]c(=O)c3ccccc23)cc1 (stereo unspecified)
 : 7%, -2%, 0%
Cc1ccc(S(=O)(=O)n2nc(OC(=O)C(C)(C)C)cc2N)cc1
 : 0%, 3%, 16%
COc1ccc(NC(=O)NCCCN2CCCC2=O)cc1
 : 0%, -15%, 1%
C=CCc1cccc(CNc2c(C)n(C)n(-c3ccccc3)c2=O)c1O
 : -2%, -20%, 3%
O=C(O)c1nn(-c2ccc(Cl)cc2)ccc1=O
 : 7%, -13%, 5%
COC(=O)c1ccc2c(=O)n(-c3ccccc3)c(=S)[nH]c2c1
 : 2%, -3%, 0%
NC(=O)c1ccccc1NC(=O)Nc1cccc(Cl)c1
 : 2%, -1%, -3%
COC(=O)C(C)c1ccc(C(=O)c2cccs2)cc1 (stereo unspecified)
 : -12%[56.1 µM], /, 3%
Cc1ccc(S(=O)(=O)N(CC(=O)NN=C2CCN(C)CC2)c2ccc(C(C)C)cc2)cc1
 : 3%, -3%, 9%
COc1ccccc1CNC(=O)Cn1c(=O)oc2cc(S(=O)(=O)NCc3ccccc3)ccc21
 : 1%, -5%, /
CN1C(=O)c2cccc3c(S(=O)(=O)N(C)C)ccc1c23
 : /, 15%, 6%
Cc1cccc(NC(=O)CSCc2nc3c(nnn3Cc3ccc(F)cc3)c(=O)[nH]2)c1C
 : 6%, -3%, 12%
COc1cccc(CNC(=O)c2ccc(-c3nc(CS(=O)(=O)c4ccccc4)c(C)o3)cc2)c1
 : 8%, -11%, /
CCC(C)Sc1nnc(NS(=O)(=O)Cc2ccccc2)s1 (stereo unspecified)
 : 7%, -14%, 2%

Sorted by the number under N370S GC mod (highest first): some entries from above
Value order: TDP1 block, FEN1 inhibitor, N370S GC mod
Cc1cccc(NC(=O)CSCc2nc3c(nnn3Cc3ccc(F)cc3)c(=O)[nH]2)c1C
 : 6%, -3%, 12%
Cc1ccc(S(=O)(=O)N(CC(=O)NN=C2CCN(C)CC2)c2ccc(C(C)C)cc2)cc1
 : 3%, -3%, 9%
CN1C(=O)c2cccc3c(S(=O)(=O)N(C)C)ccc1c23
 : /, 15%, 6%
O=C(O)c1nn(-c2ccc(Cl)cc2)ccc1=O
 : 7%, -13%, 5%
COC(=O)C(C)c1ccc(C(=O)c2cccs2)cc1 (stereo unspecified)
 : -12%[56.1 µM], /, 3%
CCC(C)Sc1nnc(NS(=O)(=O)Cc2ccccc2)s1 (stereo unspecified)
 : 7%, -14%, 2%

Other results:
Value order: TDP1 block, FEN1 inhibitor, N370S GC mod
N#Cc1ccccc1Cn1c(=O)n(CCCC(=O)NCc2ccccc2Cl)c(=O)c2ccccc21
 : 0%, 1%, /
CCOC(=O)c1cc2occc2n1Cc1ccc(F)cc1
 : 5%, -5%, 6%
O=C(CCc1nnc(-c2ccsc2)o1)NCc1ccccc1OC(F)(F)F
 : /, -2%, 3%
CC(C)Cc1cc(C(=O)NCc2ccc(Cl)cc2)no1
 : -5%, -7%, /
Cn1c(=O)c(=O)n(C)c2cc(N3CCOCC3)c(NS(=O)(=O)c3ccc(Br)cc3)cc21
 : 1%, 12%, -8%
COc1cccc(CNC(=O)C2CCC(=O)N(C3CC3)C2)c1OC (stereo unspecified)
 : /, -3%, -15%
COc1cccc(C(=O)OCCN2CCCCC2)c1
 : 2%, 3%, 27%
CC1CN(/C=C/C=O)C(C)CC1OC(=O)c1ccccc1 (stereo unspecified)
 : /, 3%, -1%
COc1cccc(-n2c(O)c(C=NCc3ccccn3)c3ccccc3c2=O)c1
 : /, 3%, 0%
CSc1ccc2nnc(-c3cccc(F)c3)n2n1
 : 6%, -24%, 4%
COCCNC(=O)CN(C(=O)CCC(=O)Nc1ccccn1)c1ccccc1OC
 : /, 21%, -2%
CCC(C)c1ccc(NC(=O)C2CCCN(c3ncccn3)C2)cc1 (stereo unspecified)
 : -2%, 3%, 15%
CCOc1ncccc1C(=O)OCC(=O)c1c(N)n(C)c(=O)n(C)c1=O
 : -4%, 3%, -5%
COc1cc(-c2nnc(CSc3nnc(Nc4ccc(C(C)C)cc4)s3)o2)cc(OC)c1OC
 : 5%, -10%, 11%
CC(=O)Nc1ccc(NC(C)=O)c(NC2OCC(O)C(O)C2O)c1 (stereo unspecified)
 : 1%, 5%, 2%
Clc1ccc(-c2nc3ccccn3c2CN2CCOCC2)cc1
 : 8%, 0%, -11%
O=C(NCCc1ccccc1)C1CCN(S(=O)(=O)c2cccnc2)CC1
 : -2%, 3%, 24%
